From PubChem BioAssay
CTSL1 counter: Fasciola hepatica cathepsin L1 inhibitors, primary screen, counter-screen for PFM18AAP inhibitor project, biochemical, QFRET, fluorogenic peptide substrate. inhibition, % at 5.96 µM. hit rate 0.49% among 300,000. recombinant F. hepatica cathepsin L1, Z-Leu-Arg-MCA fluorescence;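 active = inhibition above the mean of all tested compounds plus 3 SD, set per screening campaign, cut at about 17% in these data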;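 also: 0% = plate median of test compound wells and 100% = 1 µM Z-Phe-Ala-diazomethylketone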
Efflux pump mplx: inhibitors of Candida efflux pumps in yeast, primary screen, S. cerevisiae, Nile Red, multiplex; S. cerevisiae Candida pump triplex; inhibition, % at 10 µM; hit rate 0.44% among 330,000;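 active = plate passing quality check with inhibition over a set limit, or well fluorescence over plate mean plus 4 SD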;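 also: Nile Red retained in pooled yeast measured as flow cytometry median fluorescence; 0% = buffer negative control and 100% = Enniatin B positive control; higher means more Nile Red kept so more efflux inhibition; some compounds called inactive have numbers as strong as hits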
LYPLA2 inh: LYPLA2 inhibitors, primary screen, counter-screen for PME1 inhibitor project, biochemical, fluorescence polarization, FP-Rh probe ABPP. recombinant LYPLA2. inhibition, % at 5.9 µM. hit rate 0.38% among 320,000;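 active = inhibition above the screen-wide mean plus 3 SD, limit set per campaign, cut at about 26% in these data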;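 also: 0% = LYPLA2 with DMSO and 100% = wells lacking LYPLA2 enzyme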
Target sequence (O95372 whole entry, looked up): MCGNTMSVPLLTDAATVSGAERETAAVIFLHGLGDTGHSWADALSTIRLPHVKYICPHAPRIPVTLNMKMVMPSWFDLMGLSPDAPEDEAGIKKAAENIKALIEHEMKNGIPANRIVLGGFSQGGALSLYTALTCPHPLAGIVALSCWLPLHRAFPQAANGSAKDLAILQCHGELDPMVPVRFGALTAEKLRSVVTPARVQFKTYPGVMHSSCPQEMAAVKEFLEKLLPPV
HCV core dimer: inhibitors of HCV core protein dimerization, primary screen, biochemical, TR-FRET, high-throughput | inhibition, % at 5 µM | TR-FRET GST/Flag-core106 dimerization, 1536-well | AID 1899, 2009 | hit rate 0.33% among 300,000;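 active = inhibition above the mean of all tested compounds plus 3 SD, set per screening campaign, cut at about 45% in these data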
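Assay system: Tagged HCV core106 pair (GST and Flag) | Buffer or medium: KF-containing HEPES buffer, pH 7.45, DTT, CHAPS, BSA | Also added: Eu donor and XL665 acceptor anti-tag antibodies | Dosing: One concentration, 5 µM, in 0.5% DMSO | Timing: 4 h at 22.5 °C | Technique: TR-FRET 671 and 617 nm emission | Repeats: Singlicate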
TPT1 inh: Candida albicans TPT1 enzyme inhibitors, primary screen, biochemical, fluorescence polarization; recombinant caTPT1, FP RNA substrate dephosphorylation; inhibition, % at 5 µM; hit rate 0.81% among 300,000;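 active = inhibition above the mean of all tested compounds plus 3 SD, set per screening campaign, cut at about 24% in these data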;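 also: plate controls were DMSO alone for no effect and ferristatin control at 100 nM for full effect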
PREPL inhibitor: PREPL enzyme inhibitors, primary screen, biochemical, fluorescence polarization; hit rate 0.68% among 320,000; inhibition, % at 5.96 µM; recombinant PREPL, fluorescence polarization activity-based probe; in the data active = inhibition above about 43%;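 also: 0% = enzyme with DMSO and 100% = wells lacking enzyme; many of its hits are not listed in these tables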
JMJD2C inh: inhibitors of GASC-1 histone demethylase, primary screen, biochemical, fluorescence, DELFIA europium. AID 2099, 2009. GST-JMJD2C(1-420) H3K9me3 demethylation. Lysine-specific demethylase 4C (Homo sapiens), Q9H3R0. hit rate 0.069% among 330,000. inhibition, % at 2.35 µM;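 active = more than half of a compound's replicate wells show inhibition beyond 50%, single wells judged on their own value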;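 also: signal counts dimethyl H3K9 product captured on neutravidin plate; 0% = median of DMSO wells and 100% = 0.3 times that DMSO median; strong numbers were not always called active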
PP1 inh: PP1-alpha phosphatase inhibitors, primary screen, counter-screen for PP5 inhibitor project, biochemical, fluorescence, OMFP substrate, single point; Serine/threonine-protein phosphatase PP1-alpha catalytic subunit (Homo sapiens), P62136; purified PP1alpha; inhibition, % at 6.7 µM; hit rate 0.9% among 320,000; AID 2235, 2010;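 active = inhibition above the mean inhibition of all tested compounds plus 3 SD, computed separately for each screening campaign, cut at about 15% in these data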
Target sequence (P62136 whole entry, looked up): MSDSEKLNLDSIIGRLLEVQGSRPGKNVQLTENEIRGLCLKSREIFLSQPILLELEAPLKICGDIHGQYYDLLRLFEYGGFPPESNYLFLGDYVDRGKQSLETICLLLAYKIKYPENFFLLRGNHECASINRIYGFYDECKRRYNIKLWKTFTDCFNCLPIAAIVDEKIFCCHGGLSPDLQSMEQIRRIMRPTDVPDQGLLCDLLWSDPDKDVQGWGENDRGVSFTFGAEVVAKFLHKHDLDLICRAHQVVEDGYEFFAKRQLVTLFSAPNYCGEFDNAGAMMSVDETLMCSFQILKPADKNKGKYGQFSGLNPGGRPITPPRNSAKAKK
PP5 inh: PP5 phosphatase inhibitors, primary screen, biochemical, fluorescence. Serine/threonine-protein phosphatase 5 (Homo sapiens), P53041. purified PP5c, OMFP substrate fluorescence. inhibition, % at 6.7 µM. hit rate 0.18% among 320,000. AID 1987, 2009;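 active = inhibition above the campaign's mean inhibition across all tested compounds plus 3 SD, cut at about 9.5% in these data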;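 also: 0% = DMSO only and 100% = 100 µM cantharidin control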
Target sequence (P53041 whole entry, looked up): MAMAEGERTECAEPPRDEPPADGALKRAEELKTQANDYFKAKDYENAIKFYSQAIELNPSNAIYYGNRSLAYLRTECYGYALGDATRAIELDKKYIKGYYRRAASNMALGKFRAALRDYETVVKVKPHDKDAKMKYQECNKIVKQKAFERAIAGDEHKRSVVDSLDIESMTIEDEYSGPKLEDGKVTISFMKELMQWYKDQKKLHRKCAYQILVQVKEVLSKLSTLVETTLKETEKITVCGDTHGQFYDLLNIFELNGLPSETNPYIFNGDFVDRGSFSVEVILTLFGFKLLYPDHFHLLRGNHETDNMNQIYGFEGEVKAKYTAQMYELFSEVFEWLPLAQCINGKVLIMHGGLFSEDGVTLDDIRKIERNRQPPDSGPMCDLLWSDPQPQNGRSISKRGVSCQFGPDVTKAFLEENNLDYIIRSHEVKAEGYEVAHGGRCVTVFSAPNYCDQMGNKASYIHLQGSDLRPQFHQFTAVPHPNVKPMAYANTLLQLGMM
* = called active by the depositor; · = no result given; & = joins results of further samples. Only part of the results is shown; rates above refer to the full screens.

SMILES	CTSL1 counter	Efflux pump mplx	LYPLA2 inh	HCV core dimer	TPT1 inh	PREPL inhibitor	JMJD2C inh	PP1 inh	PP5 inh
O=C(COc1ccc2ccc(=O)oc2c1)Nc1cc([N+](=O)[O-])ccc1F	3	-0.1	4	18	-2	8	7	0	-0.3
CC1=C(C(=O)OC2CCCCC2)C(c2cccnc2)n2nnnc2N1 (stereo not given)	-4	0.1	6	-8	-2	-3	-2	1	1.0
CCOC(=O)c1cc(-c2ccccc2)sc1NC(=O)COC	0	0.0	8	9	2	4	-8	1	2.8
COc1ccc(/C=N/NC(=O)C(C)N(c2ccc(OC)cc2)S(C)(=O)=O)cc1 (stereo not given)	-4	-0.1	-3	-8	-4	2	-4	0	-0.5
O=C1CCCN1CCCNS(=O)(=O)c1ccccc1	-2	-0.2	-3	0	-5	12	7	0	-0.2
Cc1nnn(C23CC4CC(CC(CC(=O)Nc5ccc(C)c(Cl)c5)(C4)C2)C3)n1	1	0.7	-6	11	0	5	-4	-4	2.2
CCc1cccc(CC)c1NC(=S)NCc1ccc2c(c1)OCO2	0	-0.1	11	4	1	-3	-5	-1	3.0
COc1ccc(CC(=O)Nc2cccc(SC)c2)cc1	-4	0.3	-1	-1	-2	-9	-17	4	1.3
CCn1cnc2c1c(=O)n(Cc1csc(-c3ccccc3)n1)c(=O)n2Cc1ccccc1	3	0.4	-4	10	-1	-17	7	10	1.7
Cc1cccc(C)c1OCc1cc(C(=O)N2CCN(c3ccccn3)CC2)no1	2	-0.1	5	-9	-1	14	3	-2	4.2
Cn1c(SCC(=O)NCC2CCCO2)nnc1-c1ccco1 (stereo not given)	·	-0.1	8	·	·	8	·	-2	1.8
N#Cc1nccnc1S(=O)(=O)c1cccs1	-4	0.1	0	-2	0	-3	9	-4	0.9
Cc1cccc(-n2nnnc2SCC(=O)NCC2CCCO2)c1 (stereo not given)	-4	0.1	3	-1	1	-6	-5	-1	-1.0
CNc1ccccc1C(C)(C)c1ccn[nH]1	-3	-0.1	4	-6	6	-6	3	-5	-0.9
CN(C)c1cccc(C(=O)NCCCSc2ccccc2)c1	-1	0.0	3	-1	0	12	-41	-3	0.8
O=C(O)COc1ccc(/C=N/NC(=O)c2cccc3ccccc23)cc1	3	-0.1	0	6	-1	-4	-36	4	1.1
NC(=S)NN=C(Cc1ccccc1)Cc1ccccc1	13	-0.1	8	3	1	-9	-3	0	2.2
COc1ccc(Cn2c(O)cc(=O)[nH]c2=O)cc1	-5	-0.1	-6	-1	26*	-3	-6	-2	1.2
C=CCn1c(SCc2c(C)noc2C)nc2ccccc2c1=O	-1	-0.1	3	3	2	6	-1	0	3.5
Cn1nccc1NC(=O)Nc1ccc(Cl)cc1	-3	0.1	3	-4	0	11	-16	-5	2.2
O=C(N/N=C/c1sc2ccccc2c1O)c1cccc2ccccc12	4	-0.3	2	-24	136*	10	1	12	-0.9
C=C(C)c1cccc(C(C)(C)NC(=O)N2CCC(C(N)=O)CC2)c1	2	-0.1	5	0	0	0	10	2	2.0
CC(C)(c1ccccc1)c1ccc(OCCCNCCO)cc1	3	0.0	-1	-6	4	-55	-3	1	2.1
CCNC(=O)C(=O)N1CCC2(CC1)OCCN2S(=O)(=O)c1ccc(C)cc1	-10	0.1	0	-1	1	-2	3	-5	-0.3
CC(=O)CCc1oc2ccc(C)cc2c1Cc1ccccc1	-33	0.5	-2	0	5	-4	5	1	5.0
Cc1cccc(NS(=O)(=O)c2ccc(C)c(C(=O)OCC(=O)Nc3cc(C)on3)c2)c1	7	0.2	-3	10	4	-6	-7	2	3.4
CC(=O)Nc1ccc(NC(=O)C/C(C)=N/NC(=O)C(=O)N2CCCC2)cc1	-1	0.4	1	-2	-4	4	27	2	2.1
CCOC(=O)c1ccc(N(CC(=O)NCC2CCCO2)C(=O)CCC(=O)Nc2cc(C)on2)cc1 (stereo not given)	2	0.2	-7	7	0	-4	-6	-1	0.0
N=C1S/C(=C\c2ccc(O)cc2)C(=O)N1c1ccc(F)cc1	2	0.3	-7	23	5	-15	3	3	3.2
CCCCOC(=O)Cn1cnc2ccc(Br)cc2c1=O	1	0.2	1	1	-1	17	34	-1	-1.0
CC(C)(C)NC(=O)C1CCN(C(=O)c2ccc(Br)cc2)CC1	1	-0.1	1	-3	-2	22	34	-1	2.4
COc1ccc(Cl)cc1NC(=O)CCN1C(=O)C2C3C=CC(C4CC34)C2C1=O (stereo not given)	0	0.4	3	3	-1	-13	1	2	0.4
CC(C)c1nc2scc(-c3ccc(Cl)cc3)c2c(=O)n1N	0	-0.1	-5	4	1	-8	0	0	1.6
O=C(OC1CCOC1=O)c1cc(-c2cccc(Br)c2)nc2ccccc12 (stereo not given)	-15	0.0	-5	3	0	0	-1	5	2.5
CCCCc1nc(SCC(=O)N2CCOCC2)c2c(=O)n(C)c(=O)n(C)c2n1	-2	0.2	16	6	-5	4	6	1	2.8
C#CC1CN(Cc2ccccc2)CC(C#C)N1C (stereo not given)	-2	0.1	-6	-2	0	-2	2	2	3.1
COc1ccc(C)cc1NC(C)C(=O)NC(=O)NC1CCCCC1 (stereo not given)	·	0.1	4	·	·	10	4	0	2.6
Cc1nnc(SCC(=O)c2ccc(S(=O)(=O)N3CCOCC3)cc2)n1-c1ccccc1	1	0.0	3	1	2	10	0	0	1.0
O=C(NCc1ccccc1F)C1CCCN(c2cnccn2)C1 (stereo not given)	6	-0.2	2	-3	0	3	4	-1	-0.6
CCOC(=O)C1(Cc2ccc(Cl)cc2)CCN(C(C)Cc2ccc(O)c(OC)c2)CC1 (stereo not given)	-4	-0.1	5	0	1	42	-13	-2	1.6

3 entries already listed, ordered by the number in HCV core dimer, ascending.
Structure | HCV core dimer
O=C(NCc1ccccc1F)C1CCCN(c2cnccn2)C1 (stereo not given) | -3
C=C(C)c1cccc(C(C)(C)NC(=O)N2CCC(C(N)=O)CC2)c1 | 0
CCCCOC(=O)Cn1cnc2ccc(Br)cc2c1=O | 1

More structures
SMILES	CTSL1 counter	Efflux pump mplx	LYPLA2 inh	HCV core dimer	TPT1 inh	PREPL inhibitor	JMJD2C inh	PP1 inh	PP5 inh
CC(=O)c1ccc(OC(C)C)c(CC(C(N)=O)C(N)=O)c1	-3	-0.1	4	3	-4	4	0	-2	-1.6
COC(=O)C(=O)/C=C(\O)c1c(C)cc(C)cc1C	-3	0.1	-2	1	-1	-9	-1	2	-0.8
CCCCS(=O)(=O)c1sc2nc3c(cc2c1N)CCCC3	0	0.0	-1	-1	0	-3	-27	0	0.7
CC(O)c1cc2c(cc1NC(=O)c1cnn3c1NC(c1ccco1)CC3C(F)(F)F)OCO2 (stereo not given)	0	-0.2	-20	3	-1	-10	-7&14	1	3.6
CN(CC1CCCO1)S(=O)(=O)c1ccc(C(=O)Nc2nc(-c3ccccn3)cs2)cc1 (stereo not given)	-2	0.1	-3	-20	1	-6	·	29*	0.8
O=C(NCC1CCCO1)c1cc2ccccc2cc1O (stereo not given)	0	0.1	9	-3	-4	5	-3	-8	-0.3
COC(=O)C1=C(C)N(Cc2ccc3c(c2)OCO3)C(=O)C1	-9	0.3	-8	5	4	12	-10	1	2.1
COc1ccc(CCn2c(O)cc3nn(-c4nc5ccccc5s4)c(=O)c-3c2C)cc1	0	0.0	-12	60*	24	8	9	17*	0.2
Cc1ccc(NC(=O)c2nc[nH]c2C(=O)N[C@H](C)c2ccccc2)cc1	·	-0.2	-25	·	·	0	1	3	3.4
CC1CN(C(=O)c2cccc(COc3ccc(Br)cc3)c2)CC(C)O1 (stereo not given)	5	0.1	3	7	-4	27	-15	1	-0.5
COc1ccccc1NS(=O)(=O)c1ccc(/C=C/C(=O)O)cc1	-3	0.2	6	-10	2	8	2	-2	3.0
O=C(Cn1c(=O)[nH]n(-c2ccccc2)c1=O)N1CCCc2ccccc21	-6	-0.1	8	0	-8	1	2	-1	1.2
CCc1ccc(C(C(=O)NCc2ccc(OC)cc2)N(CCOC)C(=O)Cc2cccs2)cc1 (stereo not given)	1	0.1	-5	6	0	-15	-6	5	0.8
COC(=O)c1sccc1-n1cccc1C(=O)C(=O)N1CCCCC1	2	0.2	7	2	-1	16	-43	-4	-0.1
CC(C)(C)SCCNC(=O)/C=C/c1ccc(F)cc1	-3	-0.1	3	1	-3	2	-1	-3	3.3
NC1=NC2(CCN(Cc3ccccc3)CC2)n2c(nc3ccccc32)N1	-4	-0.2	9	-6	1	25	8	-2	2.6
Cc1ccc(CNC(=O)C2CCN(S(=O)(=O)c3cccnc3)CC2)cc1	0	0.1	2	-1	6	0	-1	-4	0.9
CCOc1ccc(CC(=O)Nc2nccs2)cc1	0	-0.2	-5	-3	0	-4	-24	3	0.3
O=C(CSc1ccc(Br)cc1)NCC(c1ccco1)N1CCCCC1 (stereo not given)	4	-0.1	-4	-2	4	13	11	-3	1.3

Entries shown so far containing an aryl methoxy group:
SMILES	CTSL1 counter	Efflux pump mplx	LYPLA2 inh	HCV core dimer	TPT1 inh	PREPL inhibitor	JMJD2C inh	PP1 inh	PP5 inh
COc1ccc(/C=N/NC(=O)C(C)N(c2ccc(OC)cc2)S(C)(=O)=O)cc1 (stereo not given)	-4	-0.1	-3	-8	-4	2	-4	0	-0.5
COc1ccc(CC(=O)Nc2cccc(SC)c2)cc1	-4	0.3	-1	-1	-2	-9	-17	4	1.3
COc1ccc(Cn2c(O)cc(=O)[nH]c2=O)cc1	-5	-0.1	-6	-1	26*	-3	-6	-2	1.2
COc1ccc(Cl)cc1NC(=O)CCN1C(=O)C2C3C=CC(C4CC34)C2C1=O (stereo not given)	0	0.4	3	3	-1	-13	1	2	0.4
COc1ccc(C)cc1NC(C)C(=O)NC(=O)NC1CCCCC1 (stereo not given)	·	0.1	4	·	·	10	4	0	2.6
CCOC(=O)C1(Cc2ccc(Cl)cc2)CCN(C(C)Cc2ccc(O)c(OC)c2)CC1 (stereo not given)	-4	-0.1	5	0	1	42	-13	-2	1.6
COc1ccc(CCn2c(O)cc3nn(-c4nc5ccccc5s4)c(=O)c-3c2C)cc1	0	0.0	-12	60*	24	8	9	17*	0.2
COc1ccccc1NS(=O)(=O)c1ccc(/C=C/C(=O)O)cc1	-3	0.2	6	-10	2	8	2	-2	3.0
CCc1ccc(C(C(=O)NCc2ccc(OC)cc2)N(CCOC)C(=O)Cc2cccs2)cc1 (stereo not given)	1	0.1	-5	6	0	-15	-6	5	0.8
